D2 antagonist: antagonizes the human D2 dopamine receptor; P14416; HEK293 TREx D2 cells, calcium flux, dopamine EC80; inhibition, % at 10 µM; 340,000 tested, 2% active; AID 485344; in the data active = inhibition above about 30%; note: 0% is about no effect
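HEK293 T-REx D2 cells, tet-induced, calcium dye no-wash. Cpd pintool add, 180 s kinetic, then EC80 DA, 180 s kinetic. Ca flux read.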
TRHR PAM: allosteric enhancers of human TRH receptor; P34981; TRHR cells, fluo-8 calcium fluorescence, EC20 TRH enhancement; enhancement, % at 2 µM; 360,000 tested, 0.66% active; in the data active = enhancement above about 30%; note: 0% is about no effect
Target sequence (P34981 whole entry, looked up): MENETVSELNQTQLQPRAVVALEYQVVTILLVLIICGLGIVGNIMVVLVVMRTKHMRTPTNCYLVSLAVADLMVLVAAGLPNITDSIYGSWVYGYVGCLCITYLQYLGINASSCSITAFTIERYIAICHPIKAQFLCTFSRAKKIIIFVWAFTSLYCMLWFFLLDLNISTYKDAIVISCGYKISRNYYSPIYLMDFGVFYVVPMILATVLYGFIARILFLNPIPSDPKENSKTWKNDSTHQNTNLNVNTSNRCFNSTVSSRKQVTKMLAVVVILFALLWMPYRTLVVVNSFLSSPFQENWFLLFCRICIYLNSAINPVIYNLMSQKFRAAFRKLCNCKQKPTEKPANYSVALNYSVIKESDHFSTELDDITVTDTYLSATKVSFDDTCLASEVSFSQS
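Enhancer read-out: after compound pinning and an initial kinetic agonist-mode read, an EC20 of TRH (10 nM final) was injected and fluo-8 calcium signal (Ex 480/Em 530) followed at 1 s/cycle for 100 cycles in TRHR-expressing cells.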
mIDH1 inhibitor: blocks human mutant IDH1 R132H enzyme | O75874 | IDH1-R132H enzyme, NADPH consumption, diaphorase/resazurin fluorescence | Potency, µM (titrated, usually from 76.6 µM), inactives show top-dose activity change, negative = inhibition, most hits filed as inhibitors | 390,000 tested, 0.093% active | AID 602179; note: potency is the fitted concentration of half-maximal effect; % is set by controls: 0 for no effect and ±100 for the full control effect; nearly all actives have a fitted effect of over 65% in size
Target sequence (O75874 whole entry R132H, stated change not applied): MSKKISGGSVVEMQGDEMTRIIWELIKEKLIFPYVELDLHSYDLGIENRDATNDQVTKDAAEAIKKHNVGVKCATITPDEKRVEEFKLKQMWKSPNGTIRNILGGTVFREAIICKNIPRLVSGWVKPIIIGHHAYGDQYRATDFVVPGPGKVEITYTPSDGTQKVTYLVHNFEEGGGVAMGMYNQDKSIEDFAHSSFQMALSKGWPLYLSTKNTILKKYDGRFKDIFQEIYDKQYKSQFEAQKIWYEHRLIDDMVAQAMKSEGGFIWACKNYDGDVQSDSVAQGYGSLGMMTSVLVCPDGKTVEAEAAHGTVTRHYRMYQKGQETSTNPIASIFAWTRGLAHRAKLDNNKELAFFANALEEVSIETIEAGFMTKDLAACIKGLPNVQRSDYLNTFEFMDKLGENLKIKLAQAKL
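IDH1-R132H (0.5 ug/mL) preincubated 30 min with compound, then NADPH (0.016 mM) and alpha-KG (2 mM) added; 80 min at RT, pH 7.5. Remaining NADPH coupled via diaphorase/resazurin to fluorescence (540/590 nm); concentration-response curves normalized to no-enzyme control.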
USP1-UAF1 inh: blocks the human USP1/UAF1 deubiquitinase complex; O94782; recombinant USP1/UAF1, Ub-Rhodamine cleavage fluorescence; 390,000 tested, 0.23% active; Potency, µM (doses to about 57.1 µM), without a hit: at the highest dose activity change, negative = inhibition, hits mostly inhibitors; AID 743255; note: potency is the fitted concentration of half-maximal effect; % is set by controls: 0 for no effect and ±100 for the full control effect; nearly all actives have a fitted effect of over 60% in size; inactives centre near -12
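USP1/UAF1 complex at 1 nM was preincubated with compound for 15 min at room temperature, then Ub-Rho substrate (150nM final) was added. Fluorescence (480/540 nm) was read kinetically, 6 reads every 60 seconds.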
D2 ag: D2 dopamine receptor (human) agonism; HEK293 T-REx D2 cells, calcium flux agonist mode; 340,000 tested, 0.53% active; activation, % at 2 µM; AID 485358; P14416;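 active = activation over 3 SD above normal in the single-dose calcium agonist read, cut at about 30% in these data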; note: 0% is about no effect
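Tetracycline-induced HEK293 Trex cells with D2 receptor force-coupled to calcium signaling, plated overnight at 30 C and loaded with no-wash calcium dye. Calcium flux read kinetically for 180 s after compound addition; responses flag agonists.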
TrxR1 substrate: substrates of rat thioredoxin reductase 1; O89049; purified TrxR1 substrate turnover, NADPH consumption readout; Potency, µM (doses to about 114 µM), for inactives: top-dose activity change, negative = substrate turnover; 390,000 tested, 0.01% active; AID 588456; note: potency is the fitted concentration of half-maximal effect; % is set by controls: 0 for no effect and ±100 for the full control effect; nearly all actives have a fitted effect of over 50% in size
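Rat TrxR1, dispensed at 90 nM, was prereduced with 400 uM NADPH (final) for 5 min at ~22 deg C, then incubated with compound 15 min before 400 uM selenite. A first-read NADPH fluorescence drop versus no-compound background flagged substrates.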
PI4K2A block: blocks human PI4K2A kinase activity; Q9BTU6; purified PI4K2A, ADP-Glo luminescence, 1 h; hits give low values; activity change, negative = inhibition, % at 76.9 µM; 420,000 tested, 0.13% active; in the data active = activity change below about -50%; inconclusive = mostly about -30% to -49%;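 note: -100% = wells without enzyme as full effect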
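Compounds are screened against recombinant PI4K2A using PI as substrate and ATP, the latter dispensed at 300 microM. Reactions run one hour at ambient temperature before ADP-Glo detection; full inhibition defined by wells lacking enzyme.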
rTrxR1 inhibitor: rat TrxR1 inhibition. recombinant rTrxR1, NADPH fluorescence consumption, selenite substrate. 390,000 tested, 1% active. Potency, µM (doses to about 114 µM), for the others: top-dose activity change, negative = inhibition, hits mostly inhibitors. O89049; note: potency is the fitted concentration of half-maximal effect; % is set by controls: 0 for no effect and ±100 for the full control effect; nearly all actives have a fitted effect of over 65% in size
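Rat TrxR1 (90 nM in the dispensed reagent) was pre-reduced with 400 uM NADPH for 5 min at room temperature, then incubated with compound for 15 min. After 400 uM selenite was added, NADPH fluorescence (Ex 340/Em 450 nm) was followed for 8 min.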
TRHR agonist: agonists of human TRH receptor; AID 493084; 360,000 tested, 0.18% active; P34981; TRHR cells, calcium flux fluo-8, FDSS agonist mode; activation, % at 2 µM; in the data active = activation above about 30%; note: 0% is about no effect
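Read-out: compound-evoked intracellular calcium rise in TRHR cells, fluo-8 dye, kinetic FDSS fluorescence at 1 s/cycle following a 10-cycle baseline. Cells cultured overnight before dye loading (30 min–1.5 h, RT).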
* = called active by the depositor; ? = inconclusive; . = no result given; [ ] = another dose, or the depositor's remark. Unless noted, calls come from the whole dose curve; as a rule, active = well fitted inhibition curve with a large enough effect; inconclusive = small, poorly fitted or top-dose-only effect; inactive = no such curve, though single readings can be large or run the other way.

SMILES	D2 antagonist	TRHR PAM	mIDH1 inhibitor	USP1-UAF1 inh	D2 ag	TrxR1 substrate	PI4K2A block	rTrxR1 inhibitor	TRHR agonist
CCOC(=O)c1cc2c(=O)n3ccccc3nc2n(CC2CCCO2)c1=NC(=O)c1ccc(OCC)cc1 (stereo unspecified)	.	3.9	1.8%	-27.2%	.	46.0%[activator]	7.3	-1.2%	-0.1
CC(NC(=O)CSc1nc(=O)cc(N)n1CCc1ccccc1)c1ccccc1 (stereo unspecified)	-6.3	-1.8	2.7%	-21.6%	-0.4	-10.4%[57.1 µM]	-1.2	12.6%[57.1 µM]	-0.5
CC(C)CN1C(=O)C(=O)N(CC(=O)NC2CCCc3ccccc32)C1=O (stereo unspecified)	-15.3	4.8	-3.5%	-14.0%	0.7	-0.6%[11.4 µM]	-1.1	2.4%[11.4 µM]	0.8
CC(=O)c1ccc(NC(=O)CCSCCC(=O)Nc2ccc(C(C)=O)cc2)cc1	-5.1	1.9	-4.3%	-12.6%	-1.2	1.4%	3.9	-5.1%	-0.3
N#C/C(=C\c1ccc(OCCN2CCOCC2)cc1)C(=O)Nc1ccc(S(N)(=O)=O)cc1	.	-7.7	-3.4%	-5.1%	.	-12.2%	1.8	?	0.3
Cc1ccnn1CCC(=O)N1CCCC(CCC(=O)NCc2ccccc2F)C1 (stereo unspecified)	12.0	-0.2	5.8%	-9.6%	-0.2	-13.3%[57.1 µM]	3.1	18.1%[57.1 µM]	-0.5
O=c1[nH]c(C2CCN(S(=O)(=O)c3ccccc3C(F)(F)F)CC2)nc2c1nnn2Cc1ccccc1	-19.5	9.6	-4.8%	-9.7%	1.3	-4.2%	3.4	18.4%[57.1 µM]	-0.7
CC(=C/c1ccccc1)/C=N/n1c(C)n[nH]c1=S	-10.3	32.3*	-3.1%	-3.8%	-0.4	0.0%	0.9	-15.2%	0.5
CCCCn1cc(S(=O)(=O)c2ccc(CC)cc2)c(=O)c2cc(F)c(N3CCCC(C)C3)cc21 (stereo unspecified)	.	38.8*	17.6%	-16.6%	-0.8	45.0%[activator]	-3.3	35.6%	-0.9
O=C(NC(=S)Nc1ccccc1O)c1cncc(Br)c1	.	.	3.6%	-12.1%	.	-21.5%[57.1 µM]	-3.4	2.4%[57.1 µM]	.
CC(=O)c1c(C)[nH]c(C(=O)COC(=O)C2CC2)c1C	32.4*	2.5	7.4%	-4.5%	-3.0	5.0%	7.5	13.4%	0.2
Cc1cc(C)cc(OCC(=O)OCC(=O)NCc2cccs2)c1	24.4	0.5	-9.7%	-3.7%	-1.4	-12.3%	-4.8	-6.2%	-0.1
COc1ccc(/C=C/c2c([N+](=O)[O-])c(=O)n(C)c(=O)n2C)c(OC)c1OC	.	-4.4	-17.3%	-18.4%	.	-6.8%	2.2	-2.2%	-0.2
O=[n+]1c2c(n([O-])c3cc(F)c(N4CCCC4)cc31)CCCC2	5.2	-1.2	0.0%	?	7.2	?	-7.1	-20.7%	13.5
CC(C)CNC(=O)COC(=O)CCC(=O)c1cccs1	28.5	-7.2	16.1%	-16.9%	1.0	4.3%	3.3	14.7%	0.9
Cc1cccc(NS(=O)(=O)c2cccs2)c1	3.5	10.7	4.5%	2.1%	-2.9	7.2%	-2.2	12.1%	-0.8
O=C(CSc1nc2ccccc2c(=O)n1Cc1ccco1)c1ccc(F)cc1	5.5	-3.5	3.1%	-21.1%	-0.2	4.4%	5.8	-30.6%	0.6
CC(C)C(C(=O)Nc1ccc2c(c1)OCCOCCOCCOCCO2)N1C(=O)c2ccccc2C1=O (stereo unspecified)	6.4	5.0	10.9%	4.4%	0.0	5.9%[57.1 µM]	-0.4	12.8%[57.1 µM]	0.1
COCCn1c(C)cc(C(=O)COC(=O)c2ccc(S(=O)(=O)N(C)C)cc2)c1C	.	.	-1.7%	-12.4%	.	5.9%[57.1 µM]	-3.5	6.8%[2.29 µM]	.
O=C(CC1C(=O)NCCN1Cc1cccc(F)c1)NC1CCCCCC1 (stereo unspecified)	2.1	0.2	2.3%	-14.4%	-0.2	2.8%	-1.9	-23.0%	0.5
O=C(Nc1nccs1)c1ccccc1N=Cc1ccccc1	-12.6	-0.9	2.4%	-27.1%	1.6	149.9%[activator]	-8.1	56.5%[activator]	0.5
CCCc1cc2c(=O)c(-c3cscn3)c(C(=O)OCC)oc2cc1O	0.9	-6.2	3.2%	-17.2%	0.7	-1.2%	-3.7	2.2%	0.6
CC(C)CCOc1ccc(C2(C)NC(=O)NC2=O)cc1 (stereo unspecified)	-5.1	1.4	5.9%	-23.7%	-1.7	5.5%	-0.5	26.3%	0.9
O=C(/C=C/c1ccccc1)N1CCN(CCN2C(=O)c3cccc4cccc(c34)C2=O)CC1	-6.1	0.6	7.5%	-13.8%	-0.9	-0.4%	-0.3	19.7%	1.6
COc1ccccc1N1CCN(S(=O)(=O)c2ccc3c4c(cccc24)C(=O)N3)CC1	-9.7	-2.4	0.6%	-16.8%	-0.2	-5.0%	-1.6	20.8%	-0.5
COc1ccc2cc(C3(C)NC(=O)N(CC(=O)Nc4c(C)n(C)n(-c5ccccc5)c4=O)C3=O)ccc2c1 (stereo unspecified)	5.2	-14.4	6.9%	-15.1%	-1.1	1.1%	2.2	7.6%	-1.0
Cc1cc2nc(CCN(Cc3cccnc3)C(=S)Nc3ccccc3)[nH]c2cc1C	3.8	-2.8	3.4%	5.0%	-0.5	-5.9%	2.2	-15.6%	-0.2
CCOc1cccc(N2C(=O)CC(n3cnc4ccccc43)C2=O)c1 (stereo unspecified)	3.1	-4.8	2.4%	-10.6%	0.7	-8.4%	1.4	-19.6%	0.5
CCn1nnc(NC(=O)c2ccccc2Br)n1	-8.6	-3.9	-2.2%	2.8%	0.2	-7.9%	3.1	8.9%	-0.3
Cc1ccc(C(=O)N/N=C/c2cccc3ccccc23)cn1	.	.	12.2%	-5.6%	.	2.3%[57.1 µM]	4.6	11.7%[57.1 µM]	.

Only USP1-UAF1 inh and rTrxR1 inhibitor, for six of the compounds above:
SMILES | USP1-UAF1 inh | rTrxR1 inhibitor
COc1ccccc1N1CCN(S(=O)(=O)c2ccc3c4c(cccc24)C(=O)N3)CC1 | -16.8% | 20.8%
COc1ccc2cc(C3(C)NC(=O)N(CC(=O)Nc4c(C)n(C)n(-c5ccccc5)c4=O)C3=O)ccc2c1 (stereo unspecified) | -15.1% | 7.6%
Cc1cc2nc(CCN(Cc3cccnc3)C(=S)Nc3ccccc3)[nH]c2cc1C | 5.0% | -15.6%
CCOc1cccc(N2C(=O)CC(n3cnc4ccccc43)C2=O)c1 (stereo unspecified) | -10.6% | -19.6%
CCn1nnc(NC(=O)c2ccccc2Br)n1 | 2.8% | 8.9%
Cc1ccc(C(=O)N/N=C/c2cccc3ccccc23)cn1 | -5.6% | 11.7%[57.1 µM]

Continuation.
SMILES	D2 antagonist	TRHR PAM	mIDH1 inhibitor	USP1-UAF1 inh	D2 ag	TrxR1 substrate	PI4K2A block	rTrxR1 inhibitor	TRHR agonist
Cc1cc(C)n(-c2nc3ccccc3nc2Nc2ccc(CC(=O)O)cc2)n1	-15.2	3.8	1.7%	-13.7%	-0.5	2.5%	-2.3	7.7%	0.0
c1ccc(CN2CCC(N=C3NN=C(c4ccc5c(c4)OCCO5)CS3)CC2)cc1	-4.7	-3.6	?	-7.6%	0.7	-0.5%[57.1 µM]	1.9	25.1%[57.1 µM]	0.0
O=C1CC(c2ccccc2)CC(O)=C1C=NC1CCCC1 (stereo unspecified)	-17.9	-7.2	-5.0%	-0.2%	0.5	-4.3%	-0.2	-17.8%	-0.1
CCN(CC)C(=O)Cc1ccccc1	-33.3	-1.6	11.3%	-13.0%	0.0	-5.4%[57.1 µM]	-7.1	1.3%[57.1 µM]	-0.3
COCCCn1c(C)c(C(C)=O)cc(NC(=O)c2ccccc2)c1=O	-2.8	-2.4	2.6%	-2.5%	2.0	3.3%[57.1 µM]	-2.7	1.1%[57.1 µM]	-0.5
Nc1cc(N)nc(SCC(=O)N2CCc3ccccc32)n1	-1.7	-1.9	-0.5%	-1.9%	-1.4	-11.7%	16.5	-5.2%	-0.3
CN(C)S(=O)(=O)c1cccc(NC(=S)N/N=C/C2CC=CCC2)c1 (stereo unspecified)	-0.2	-1.2	-2.9%	-9.5%	0.5	-0.3%	-16.9	-4.5%	-0.3
CC(=O)Nc1cccc(OCC(=O)NCCC2=CCCCC2)c1	6.3	-2.5	7.1%	0.9%	3.0	-3.2%	-5.0	13.2%[57.1 µM]	-0.3
Fc1ccccc1CSc1nnc(-c2ccccc2)o1	-3.4	1.8	8.2%	-25.4%	-0.4	1.9%	2.5	11.1%	-0.1
CCN(CC(=O)Nc1ccc2c(c1)OC(F)(F)O2)Cc1nc2ccccc2c(=O)[nH]1	14.0	-4.6	4.3%	-25.2%	0.3	7.3%[57.1 µM]	-4.4	9.8%[57.1 µM]	0.2
Fc1ccccc1/C=N/Nc1nc(N2CCCCC2)nc(N2CCCCC2)n1	10.5	-1.8	0.0%	-21.1%	0.5	0.5%	6.0	16.6%	-0.2
CCc1nnc(NC(=O)c2ccc3c(c2)C(=O)N(CC(C)C)C3=O)s1	12.0	18.3	.	.	-0.7	.	.	.	0.0
CCC(C(=O)NCC1CCCO1)N(C(=O)c1snc(C(N)=O)c1N)c1ccc(Cl)cc1 (stereo unspecified)	14.4	-3.1	1.6%	-14.0%	-0.1	17.4%	-1.5	6.8%	-0.5
O=C(Nc1ccc(C(F)(F)F)cc1)c1cc(S(=O)(=O)N2CCCc3ccccc32)ccc1F	.	2.7	-15.5%	?	0.6	-2.2%[57.1 µM]	-3.1	23.2%[57.1 µM]	0.6

Reprinted at random: two compounds from above.
SMILES	D2 antagonist	TRHR PAM	mIDH1 inhibitor	USP1-UAF1 inh	D2 ag	TrxR1 substrate	PI4K2A block	rTrxR1 inhibitor	TRHR agonist
CCC(C(=O)NCC1CCCO1)N(C(=O)c1snc(C(N)=O)c1N)c1ccc(Cl)cc1 (stereo unspecified)	14.4	-3.1	1.6%	-14.0%	-0.1	17.4%	-1.5	6.8%	-0.5
Fc1ccccc1/C=N/Nc1nc(N2CCCCC2)nc(N2CCCCC2)n1	10.5	-1.8	0.0%	-21.1%	0.5	0.5%	6.0	16.6%	-0.2

High-throughput results as filed in PubChem.

Random draw from the library; overall some 3.9% were active at least once.
